# Screening results: PubChem, Broad Institute
# GSIS activator = GLuc luminescence reporter in INS-1E cells, primary screen for activators of glucose-dependent secretion of insulin. 370,000 tested, 0.61% active. INS-1E GLuc reporter insulin secretion, 2-3 h. activation, % at 16.6 µM. AID 743287, 2014;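 active = lowest replicate activation of at least 40%, so every replicate reaches that level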;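 also: 0% = median of neutral control wells and 100% = median of IBMX positive control wells; some compounds called inactive have numbers as strong as hits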
# RAD54 inh = inhibitors of human RAD54 branch migration, primary screen, biochemical, fluorescence, single point; DNA repair and recombination protein RAD54-like (Homo sapiens), Q92698; RAD54 Holliday junction branch migration, FAM/BHQ fluorescence; inhibition, % at 10.4 µM; 360,000 tested, 0.14% active; AID 602329, 2012;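 active = mean normalized replicate activity at least 40 and at least half of replicates scoring 40 or more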;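 also: 0% = median of neutral control wells and 100% = median of positive control wells; inhibitors cause a drop in the FAM fluorescence signal; in these data hits start at about 50%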
# Target sequence (Q92698 whole entry, looked up): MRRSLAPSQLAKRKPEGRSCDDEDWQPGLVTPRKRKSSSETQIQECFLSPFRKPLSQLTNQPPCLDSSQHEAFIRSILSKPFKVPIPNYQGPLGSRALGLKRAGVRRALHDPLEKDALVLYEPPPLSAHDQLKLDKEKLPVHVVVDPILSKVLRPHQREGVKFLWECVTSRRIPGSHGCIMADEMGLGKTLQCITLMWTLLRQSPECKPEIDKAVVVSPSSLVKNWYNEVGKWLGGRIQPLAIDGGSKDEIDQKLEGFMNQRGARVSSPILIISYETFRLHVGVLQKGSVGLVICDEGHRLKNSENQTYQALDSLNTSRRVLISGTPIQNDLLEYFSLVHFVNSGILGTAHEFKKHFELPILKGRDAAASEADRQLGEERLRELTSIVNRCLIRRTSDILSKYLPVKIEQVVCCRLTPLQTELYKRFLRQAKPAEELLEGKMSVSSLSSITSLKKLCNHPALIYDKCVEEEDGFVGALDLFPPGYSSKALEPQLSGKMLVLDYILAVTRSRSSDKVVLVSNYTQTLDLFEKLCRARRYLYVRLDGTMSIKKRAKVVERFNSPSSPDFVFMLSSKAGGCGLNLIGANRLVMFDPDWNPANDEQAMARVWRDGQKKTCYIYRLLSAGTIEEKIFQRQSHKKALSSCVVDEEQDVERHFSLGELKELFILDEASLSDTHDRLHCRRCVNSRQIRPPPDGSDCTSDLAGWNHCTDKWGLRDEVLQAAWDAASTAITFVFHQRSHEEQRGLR
# * hit, by the source's call. Only part of the results is shown; count on the stated rates, not on these rows.
SMILES,GSIS activator,RAD54 inh
COc1ccc(S(=O)(=O)Nc2cc(C(=O)NCCC(C)C)ccc2N2CCOCC2)cc1,-8,3
O=C(Nc1ccc(Oc2ccccc2)cc1)C1CCCN(c2ncccn2)C1 (configuration not stated),6,-14
Cc1nc(N)c(C#N)c(-c2ccccc2Cl)c1C,22,4
CC12CCC(C(=O)NCc3ccc4c(c3)OCO4)(OC1=O)C2(C)C (configuration not stated),9,4
CCCCNC(=O)N1CCOCCOCCN(C(=O)NCCCC)CCOCC1,3,-13
Fc1ccccc1OCCSc1nnnn1-c1ccccc1,-2,-6
O=C(CCC1N=C2c3ccccc3N=C(SCc3ccccc3Cl)N2C1=O)NCc1ccco1 (configuration not stated),-16,8
COc1ccccc1-c1cn(S(=O)(=O)c2ccc(C)cc2)nc1N,6,5
O=C(Nc1ccccc1NC(=O)NC1CCCCC1)NC1CCCCC1,-5,-7
CC(NC(=O)CSc1nnc(-c2cc3cc(Cl)ccc3o2)n1C)c1ccccc1 (configuration not stated),-28,-6
COCCCNC(=O)CCCC(=O)NCCCOC,-2,-3
O=C1CN(c2ccccc2F)C(=O)CN1c1ccccc1F,13,3
CCN1CCN(Cc2coc3ccc(C)cc3c2=O)CC1,6,-5
O=S(=O)(c1cccc2nsnc12)N1CCc2ccccc2C1,62,10
Cc1onc(-c2c(F)cccc2Cl)c1C(=O)OCC(=O)NC(c1ccccc1)c1ccccc1,-24,-3
COC(=O)c1ccc(SCC(=O)NC2CCCCC2)c([N+](=O)[O-])c1,-12,4
C=CCN1C(=O)C(O)(CC(=O)c2ccc(OC)cc2OC)c2cc(Br)ccc21 (configuration not stated),1,-12
C=CCNc1nc2c3ccccc3n(C(C)=O)c2s1,24,8
COc1ccc(C(=O)Nc2ccccc2C(=O)NC(C(=O)NCc2ccco2)C(C)C)cc1 (configuration not stated),-12,0
CCCOc1ccc(OC(=O)c2ccc(Br)o2)cc1,3,-2
Cc1ccc(N2C(=O)[C@@H]3[C@H](C2=O)C2c4ccccc4C=CN2[C@@H]3C(=O)c2ccco2)c(C)c1 (some centres not stated),4,-11
CCC1Sc2ccccc2N(CC(=O)NCc2ccccc2OC)C1=O (configuration not stated),-7,4
CCN(CC)Cc1cc(CCNC(=O)c2ccc(Cl)cc2)ccc1O,-13,-6
S=C(NCc1ccco1)N1CCN(Cc2ccc(Cl)cc2Cl)CC1,-24,-5
Cc1cccc(OC(=O)c2cn(C)nc2C(F)(F)F)c1C,-13,-7
O=C(COC(=O)C12CC3CC(CC(C3)C1)C2)Nc1ncc(Cl)cc1Cl,-17,-3
C=CCOC(=O)C1=C(C)NC(=O)NC1c1cn(-c2ccccc2)nc1-c1cccs1 (configuration not stated),-34,-3
O=C(Nc1ccc2c(c1)OCO2)C1CCN(S(=O)(=O)c2ccc3c(c2)OCCO3)CC1,-12,-2
Cc1cc(NC(=O)COC(=O)[C@H](Cc2c[nH]c3ccccc23)NC(=O)c2ccc(F)cc2)no1,-8,12
CN(C)S(=O)(=O)c1cccc(C(=O)N2CCc3ccccc32)c1,5,6
COc1ccc(N(C(=O)c2cccc([N+](=O)[O-])c2)S(=O)(=O)c2ccc3c(c2)n(C)c(=O)n3C)cc1,-1,-6
O=C(CN1CCC(n2nnc3ccccc32)CC1)NCc1cccs1,2,-6
COc1cccc(C(=O)Nc2ccc(NC(=O)C(C)C)nc2)c1,-2,-12
CCCCc1cc(=O)oc2c(CN(C)C)c(O)c(Cl)cc12,6,-5
CC(=O)NC(CCS(C)(=O)=O)C(=O)N1CCc2ccccc21 (configuration not stated),10,-16
CN(C)S(=O)(=O)c1ccc(N2CCOCC2)nc1,22,-16
CCn1nnnc1SCC(=O)N1CCc2ccccc21,2,3
Cc1c(C(=O)NCc2ccc3c(c2)OCO3)oc2ccc(S(=O)(=O)N3CCCCC3)cc12,-29,1
O=C(CN1C(=O)S/C(=C\C=C\c2ccccc2)C1=O)Nc1ccc(O)cc1,-32,1
CCN(CC)c1ncnc2c1sc1nc(C)cc(C)c12,3,24
Cc1ccc(S(=O)(=O)N2CCN(S(=O)(=O)N3CCOCC3)CC2)cc1C,-3,3
COc1cc(CNCC(O)c2ccccc2)ccc1OCc1ccc(Cl)nc1 (configuration not stated),10,4
O=C(Cc1n[nH]c(=O)c2ccccc12)NCc1ccccn1,-1,-7
O=C(Cn1c(=O)oc2ccccc21)NC(=O)NCc1ccccc1,19,-3
CC(C)(C)c1ccc(C(=O)NNC(=O)c2ccccc2Br)cc1,2,0

# Arranged by the number under GSIS activator (highest first): 7 from the list above.
Compound	GSIS activator
CC(=O)NC(CCS(C)(=O)=O)C(=O)N1CCc2ccccc21 (configuration not stated)	10
CCCCc1cc(=O)oc2c(CN(C)C)c(O)c(Cl)cc12	6
CN(C)S(=O)(=O)c1cccc(C(=O)N2CCc3ccccc32)c1	5
CCCOc1ccc(OC(=O)c2ccc(Br)o2)cc1	3
C=CCN1C(=O)C(O)(CC(=O)c2ccc(OC)cc2OC)c2cc(Br)ccc21 (configuration not stated)	1
CCN(CC)Cc1cc(CCNC(=O)c2ccc(Cl)cc2)ccc1O	-13
Cc1c(C(=O)NCc2ccc3c(c2)OCO3)oc2ccc(S(=O)(=O)N3CCCCC3)cc12	-29

# Whole records as entered above. Values in the order: GSIS activator, RAD54 inh
# `CN(C)S(=O)(=O)c1ccc(N2CCOCC2)nc1` reads 22, -16
# `CN(C)S(=O)(=O)c1cccc(C(=O)N2CCc3ccccc32)c1` reads 5, 6

# Other results.
SMILES,GSIS activator,RAD54 inh
COc1ccc(OC)c(/C=C/C(=O)c2ccc(Cl)cc2)c1,3,-4
CCCCn1c(-c2ccc([N+](=O)[O-])cc2)n[nH]c1=S,2,-4
NC(=O)COc1ccc(/C=N/NC(=O)C2CCCN2S(=O)(=O)c2ccc(Cl)cc2)cc1 (configuration not stated),4,-6
O=C(CCn1c(=O)c2sccc2n(CC(=O)NCc2ccco2)c1=O)NCc1ccccc1,20,-2
Cc1ccc2nc(-c3ccc(NC(=O)C4CCCO4)cc3)[nH]c2c1 (configuration not stated),-12,4
O=C(COc1ncnc2ccccc12)N1CCN(S(=O)(=O)c2ccccc2)CC1,10,1
C/C(=N\NS(=O)(=O)c1ccc(C)cc1)c1ccc(Br)s1,14,-4
O=C(CSc1nnc(Cc2cccs2)n1CCc1ccccc1)N1CCCc2ccccc21,-31,3
COc1ccc(-c2c(NC(=O)c3ccco3)n(C)c3ccccc3c2=O)cc1,1,13
Cn1c(CNc2ccc(Cl)cc2)nnc1SCCN1CCCCC1,-4,4
CCOC(=O)c1c(NC(=O)c2ccoc2C)sc(C(=O)N(C)C)c1C,47*,-3
O=c1[nH]c(CN2CCN(C/C=C/c3ccccc3)CC2)nc2cc(Cl)ccc12,-24,6
Cc1c(Br)c([N+](=O)[O-])nn1C(C)C(=O)Nc1c(C)n(C)n(-c2ccccc2)c1=O (configuration not stated),4,6
O=C(Cc1cccs1)NCc1cccnc1,5,-5
O=C(OCCNC(=O)c1cc2ccccc2oc1=O)c1cccnc1,20,-4
O=C(CCN1CCCCC1)c1ccc2c(c1)OCCO2,34,-10
CCn1c(SCC(=O)c2ccc(C)cc2)nnc1-c1ccncc1,11,1
O=C(c1ccc(Br)s1)N1CCN(c2ncccn2)CC1,9,4
COc1cccc(Cn2c(-c3cccs3)noc2=O)c1,20,3
O=C1NCCCC1C(=O)N/N=C/c1ccccc1 (configuration not stated),3,-3
C=CCn1c(CNC(=O)c2ccco2)nnc1SCC(=O)Nc1cccc(Br)c1,5,-6
C=Cc1cccc(NC(=O)COc2ccccc2)c1,4,6
CCOC(=O)C(C)n1nc(/C=C/c2ccccc2)ccc1=O (configuration not stated),-13,-9
CCOC(=O)C(CCCCCOc1ccc([N+](=O)[O-])cc1)C(=O)OCC,-3,3
O=C(COC(=O)C1(c2ccc(F)cc2)CCCC1)NC1CC1,9,2
CCn1c(=O)cc(SCC(=O)Nc2ccc3c(c2)OCCO3)c2ccccc21,-9,-6
COC(=O)c1ccc(N2CCN(S(=O)(=O)c3c(C)cc(C)cc3C)CC2)c([N+](=O)[O-])c1,-16,15
Cc1ccc(-n2nc3c(c2NC(=O)c2ccc(Br)o2)CSC3)c(C)c1,-20,-20
COc1cc(Cl)c(C)cc1NC(=O)CNC(=O)Cn1cnc2ccccc2c1=O,-6,-1
CC1Cc2cc(/C(O)=C3\C(=O)C(=O)N(CCN4CCOCC4)C3c3ccccc3F)ccc2O1 (configuration not stated),6,-5
CN1c2ccccc2C(C)(C)[C@]12C=Cc1cc(O)ccc1O2,-45,-7
Nn1c(-c2cccs2)nc2sc3c(c2c1=O)CCCC3,-30,0
Clc1ccc(Cn2ncc3c(NCCN4CCOCC4)ncnc32)cc1,1,-7
CC(=O)Nc1cccc(NC(=O)C2CCCN2C(=O)Nc2ccccc2C)c1 (configuration not stated),18,3
Cc1ccc(OCC(O)Cn2c(N3CCOCC3)nc3c2c(=O)[nH]c(=O)n3C)cc1 (configuration not stated),15,-5
CCc1ccc(/C=N/Nc2nn[nH]n2)cc1,-4,3
COc1ccc(NC(=O)CC2C(=O)N(CCc3ccccc3)C(=S)N2Cc2cccnc2)cc1 (configuration not stated),-24,4
O=C(Nc1cccc(F)c1)C1CCN(C(=O)c2ccccc2Cl)CC1,0,-4
CCCCNC(=O)CC1C(=O)N(Cc2ccccc2)C(C)c2nc3ccccc3n21 (configuration not stated),1,6
O=C(NNC(=S)NC(=O)c1sc2ccccc2c1Cl)c1ccc(Cl)cc1,-18,8
CCCCCc1ccc(S(=O)(=O)NCCc2ccncc2)cc1,-33,4
COC(=O)COc1ccc(S(=O)(=O)Nc2ccc3c(c2)OCO3)cc1Cl,-4,-22
COC(=O)CSc1nnc(CNC(=O)c2cc(OC)c(OC)c(OC)c2)n1C,1,0
Cn1c(N)c(C(=O)COC(=O)CSc2ccc(Cl)cc2)c(=O)n(C)c1=O,19,-2
COCCCNC(=O)CC(NS(=O)(=O)c1ccc(Cl)cc1)c1ccc(OC)cc1 (configuration not stated),1,3
O=c1ccnc(NCCc2ccccc2)[nH]1,1,0
CC(C)(C)c1ccc(S(=O)(=O)CCc2ccccn2)cc1,9,0
O=C(Nc1ccccc1)c1ccc(F)c(S(=O)(=O)N2CCOCC2)c1,-1,-5
N#Cc1nc(-c2cccs2)oc1N1CCN(c2ccccc2)CC1,0,3
O=c1c2c(nc3cc(-c4ccc(F)cc4)[nH]n13)CCCC2,-2,3
COc1ccc(OC(C)C(=O)N2CCOCC2)cc1 (configuration not stated),23,-1
Cc1csc(NC(=O)CSc2nc3ccccc3c(=O)[nH]2)n1,8,-12
COc1ccc(-c2ccc(SCC(=O)Nc3cc(C)on3)nn2)cc1OC,57*,3
CS(=O)(=O)N1CCN(c2ccc(C(=O)NC3C4CC5CC(C4)CC3C5)cc2[N+](=O)[O-])CC1 (configuration not stated),-6,-7
Cn1c(C(=O)N2CCCC(C(=O)NCCCSC3CCCCC3)C2)cc2sccc21 (configuration not stated),-30,5
COc1ccc2c(c1)nc(SCC(=O)C(C)(C)C)n2C,-2,-10
COC(=O)Cc1cc(=O)oc2c(C)c(O)ccc12,12,-1
CCC(C)(C)n1nnnc1C(c1ccccn1)N1CCOCC1 (configuration not stated),2,-9
Clc1ccccc1Cn1nnc2c(N3CCCC3)ncnc21,18,3
CCN1CCN(c2nc(C)c3c(n2)CCCC3=O)CC1,4,-1

# A different layout for four compounds above:
SMILES | GSIS activator | RAD54 inh
COc1ccc2c(c1)nc(SCC(=O)C(C)(C)C)n2C | -2 | -10
COC(=O)Cc1cc(=O)oc2c(C)c(O)ccc12 | 12 | -1
CCC(C)(C)n1nnnc1C(c1ccccn1)N1CCOCC1 (configuration not stated) | 2 | -9
Clc1ccccc1Cn1nnc2c(N3CCCC3)ncnc21 | 18 | 3

# The list continues.
SMILES,GSIS activator,RAD54 inh
COc1ccc(C(C)(C)C)cc1NC(=O)c1c(C)noc1C,9,8
O=C(CCCN1C(=O)c2ccccc2C1=O)Nc1sc2c(c1C(=O)NCc1ccco1)CCC2,-21,0
Cc1ccc(/C=C/c2nnc(-c3cccs3)o2)cc1,18,-4
Nc1nc(SCC(=O)Nc2ccc(Br)cc2F)n[nH]1,2,-2
CCOC(=O)c1cc2c(=O)n3ccccc3nc2n(Cc2ccco2)c1=NC(=O)c1cccnc1,18,6
Cc1cc(/C([O-])=C(/C(=S)Nc2ccc(F)cc2)[n+]2ccccc2)c(C)n1-c1ccc(F)cc1,-24,1
Nc1c(C(=O)c2ccccc2)sc2c1c(=O)[nH]c(=O)n2-c1ccccc1,27,-6
COc1cccc(OC)c1C(=O)N1CCN(S(=O)(=O)c2ccccc2)CC1,3,-8
COc1ccc(CN2CCN(C(=O)CC(C)C)CC2)c(OC)c1OC,-11,6
CCC(=O)NC(C)c1nc2ccccc2n1C (configuration not stated),15,4
CC1CCCCC1NC(=O)COc1ccc(-n2cnnn2)cc1 (configuration not stated),0,4
Cc1ccc(CSc2nnc3nc(C)cc(C)n23)cc1,10,-2
COC(=O)c1c(C(=O)OC)c(-c2ccc(C)cc2)n2c1CS(=O)C2 (configuration not stated),15,-2
Cc1cc(N2CCC(C)CC2)nc(-n2nc(C)cc2C)n1,1,-9
O=c1c2ccccc2sn1-c1ccccc1,256*,-3
